Screening data deposited in PubChem by Broad Institute.
miR-122 sensor = miR-122 inhibition in Huh7 cells; activation (reporter increase), % at 12.5 µM; Huh7 miR-122 Renilla luciferase sensor, 48 h; neutral wells = 0, positive control = 100; AID 602342; 340,000 tested, 0.3% active;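 active = mean replicate activation score at least 90 and every replicate individually at or above 90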;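 also: higher luciferase means less miR-122 activity so hits act as miR-122 inhibitors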
PGC1a acetyl inh = PGC1a acetylation modulation, inhibitor mode. inhibition, % at 15.6 µM. 350,000 tested, 0.17% active. U2OS PGC1a acetylation, AlphaScreen anti-acetyl-lysine; with virally co-expressed GCN5 acetyltransferase;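 active = every replicate shows inhibition of at least 40%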;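 also: 0% = neutral control wells and 100% = positive control wells; some results beyond the cut were filed as inactive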
Cneo AK release = Cryptococcus neoformans lysis via adenylate kinase release | C. neoformans lysis, adenylate kinase release luminescence, 4 h; normalised: neutral wells 0, clomiphene wells 100 | lysis activity, % at 15 µM | 360,000 tested, 0.2% active;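 active = mean lysis activity across replicates of at least 80%, whatever share of replicates individually reach that level; inactive = mean lysis activity below 80%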
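Material – log-phase Cryptococcus neoformans yeast cells · Input – 5 × 10^6 yeast cells/mL · Medium – fresh YPD growth medium · Doses – single compound concentration per well · Timing – static 4 h at 37 °C with compound, 1 h detection · Detection – adenylate kinase release luminescence · Read-out – signal increase indicating cell lysis · Control set – Clomiphene as positive lysis control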
PAX8 reporter = inhibitors of PAX8 transcriptional activity in RMG-I cells; RMG-I TPO-luciferase reporter, SteadyGlo, 24 h; inhibition, % at 12.6 µM; 360,000 tested, 1.2% active; AID 652154;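 active = mean replicate inhibition at least 60% with every replicate also reaching 60%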;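 also: luciferase light reporting Pax8 driven TPO promoter activity; plate controls were median of neutral control wells for no effect and mitoxantrone controls for full effect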
EWS-Fli inh = inhibitors of EWS/Fli oncoprotein transcriptional activity | A673 NR0B1-luciferase reporter, viability-normalised | inhibition, % at 12.6 µM | 350,000 tested, 0.67% active | AID 651661;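 active = mean inhibition of at least 50% after viability correction, with every replicate also passing that limit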;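 also: firefly luciferase signal divided by Alamar Blue viability fluorescence both relative to DMSO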
LGR2 antag = blocks bursicon-induced cAMP signaling via Drosophila LGR2. 380,000 tested, 0.35% active. inhibition, % at 9.99 µM. AID 720647. HEK293 LGR2, CRE-luciferase, bursicon-stimulated, 4 h;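 active = drop in luminescence signal, shown as inhibition above about 50% in the replicate tests, limit read from the data, passing the limit was not always enough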;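 also: agonist challenge used bursicon conditioned medium at about half maximal strength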
FN deposit inh = fibronectin deposition inhibition. 350,000 tested, 0.086% active. inhibition, % at 12.6 µM. AH1F fibroblasts, Alexa488-fibronectin deposition fluorescence, overnight;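 active = mean inhibition across replicates of 30% or more, regardless of how many single replicates reach that level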;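 also: positive control wells lacked labelled fibronectin entirely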
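Assay system: AH1F fibroblast monolayer, labelled fibronectin deposition. Amount: 10000 cells per well. Also added: labelled fibronectin 24 nM. Compound: single-point pinned compound. Incubation: cell attachment 1 h, compound and FN exposure overnight. Detection: fluorescence after three HBSS washes, excitation 485 nm, emission 525 nm. Read-out: inhibition of fibronectin deposition signal.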
CASP6 VEID inh = caspase-6 (human) enzyme inhibition. P55212. purified caspase-6, Z-VEID-R110 cleavage fluorescence. inhibition, % at 12.5 µM. 350,000 tested, 0.53% active. AID 686996;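 active = mean inhibition across replicates at least about 35%, with every replicate also reaching that limit, limit read from the data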;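 also: 0% = median of neutral control wells and 100% = no fluorescence left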
Target sequence (P55212 24-179 limits assumed): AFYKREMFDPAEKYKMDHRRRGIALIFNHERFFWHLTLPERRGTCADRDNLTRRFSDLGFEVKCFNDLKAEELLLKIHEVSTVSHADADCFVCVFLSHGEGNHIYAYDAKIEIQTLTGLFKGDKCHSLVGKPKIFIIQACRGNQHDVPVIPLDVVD
Target sequence (P55212 194-293 limits assumed): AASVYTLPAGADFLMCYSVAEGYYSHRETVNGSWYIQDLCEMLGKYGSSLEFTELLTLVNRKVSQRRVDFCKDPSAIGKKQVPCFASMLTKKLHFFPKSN
Active calls of the source: *; / = no result given; [ ] = another dose, or the depositor's remark.

SMILES | miR-122 sensor | PGC1a acetyl inh | Cneo AK release | PAX8 reporter | EWS-Fli inh | LGR2 antag | FN deposit inh | CASP6 VEID inh
CO[C@H]1CN(C)C(=O)c2cc(NC(=O)C3CC3)ccc2OC[C@@H](C)N(Cc2ccc(F)cc2)C[C@@H]1C | -2[16.7 µM] | / | 3 | 5 | -2 | 5 | -7 | 5
COCC(C)n1c(C)cc(C(=O)COc2ccc(C)nc2[N+](=O)[O-])c1C (configuration not stated) | / | 2 | / | 19 | 17 | 5 | 1 | -1
CCC(C)(C)C1CCC2(CC1)NC(=O)N(CC(=O)NCCOc1ccccc1)C2=O (configuration not stated) | / | / | 0 | 8 | -3 | 11 | -11 | -2
CCn1c(CSc2nnc(-c3ccoc3C)n2C)nc2cc(S(=O)(=O)N(C)C)ccc21 | 8 | 4 | -1 | -7 | / | / | 0 | /
CCOC(CNC(=O)CN1C(=O)COc2ccc(S(=O)(=O)N3CCCC3)cc21)OCC | / | 1 | 0 | 10 | 0 | -8 | -14 | -12
O=C(CSc1nnc(CNc2ccc(F)cc2)o1)c1ccccc1 | / | 10 | / | 16 | -3 | -8 | / | -1
CCn1cc(C(=O)O)c(=O)c2cnc(N3CCN(C(=S)NC(=O)c4ccc(OC)cc4)CC3)nc21 | / | / | 2 | 0 | 1 | 18 | -5 | 3
O=C(/C=C/c1ccccc1Cl)NCCc1ccccc1 | 8 | 0 | -1 | / | -117 | -73 | / | -3
COc1ccc(C(C)C)cc1-c1cncc(NC(C)=O)n1 | 1 | -5 | -14 | 2 | 1 | 1 | 6 | 2
O=C(NC[C@H]1[C@@H](c2ccccc2)[C@H](CO)N1C(=O)Cc1cccnc1)C1CCC1 | 14[16.7 µM] | 0 | -2 | 10 | -3 | 12 | / | /
C[C@H](CO)N1C[C@H](C)[C@@H](CN(C)C)Oc2ncc(C#CC3(O)CCCC3)cc2C1=O | -4[16.7 µM] | 24 | 12 | / | -3 | 15 | -7 | -2
COc1cccc2[nH]c(C(=O)NN)c(N)c12 | / | / | / | 2 | -15 | 4 | 1 | 5
COc1ccc2c3c([nH]c2c1)[C@@H](CO)N(C(=O)NC(C)C)CC31CN(C(=O)c2ccncc2)C1 | / | -5 | / | / | 3 | -14 | -8 | 5
C[C@H]1CN([C@@H](C)CO)C(=O)c2cc(NC(=O)Nc3ccc(C(F)(F)F)cc3)ccc2O[C@H]1CN(C)S(=O)(=O)c1cn(C)cn1 | -2[16.7 µM] | -18 | -2 | / | -1 | 4 | / | -1
CC(NC(=O)CN1CCc2ccccc21)c1ccccc1 (configuration not stated) | 5 | 1 | 1 | 10 | / | 3 | 0 | /
C(=N\c1c(-c2ccccc2)nc2n1CCS2)/c1ccccc1 | -3 | 6 | 10 | -4 | / | / | -4 | /
COc1ccc(S(=O)(=O)N(C)C[C@H]2Oc3cc(C#CC4CC4)ccc3S(=O)(=O)N([C@@H](C)CO)C[C@@H]2C)cc1 | 85[16.7 µM] | -32 | 0 | / | 18 | -7 | 16 | -1
CCN(CC)c1ccc(/C=N/N2CCN(Cc3ccc(Cl)cc3)CC2)c(O)c1 | / | -11 | / | 24 | 9 | -2 | -8 | 0
O=C(Nc1ccc(Cl)c(C(F)(F)F)c1)c1ccncc1 | 6 | 6 | -1 | 12 | 15 | -20 | -3 | 4
O=C(Nc1ccn(CCCNCc2ccccc2)c(=O)n1)OCc1ccccc1 | 0 | 1 | 0 | -2 | -4 | 2 | 5 | -2
O=S(=O)(Nc1ccncc1Cl)c1cccc(Cl)c1Cl | -3 | 7 | / | 5 | 7 | 10 | 7 | -3
O=C(CNC(=O)c1ccccc1)OC(C(=O)c1ccccc1)c1ccccc1 (configuration not stated) | 8 | -23 | / | 5 | -3 | -16 | 1 | -1
Cc1cc(NC(=O)CSc2nc(-c3ccccc3)c(C#N)c(=O)[nH]2)no1 | 2 | 7 | 0 | / | / | -2 | -7 | /
COc1cc(/C=N/NC(=O)CCc2c(C)n[nH]c2C)cc(OC)c1OC | -7 | -12 | 4 | -5 | / | / | -1 | /
O=C1C=C(c2ccc(OC(F)(F)F)cc2)C[C@@H](c2ccc(Cl)cc2)C1 | / | / | 2 | -26 | -7 | 7 | 2 | -1
CCN1[C@H](C(=O)NCc2ccc(F)cc2)[C@@H](CO)[C@@H]2Cn3c(ccc(-c4ccccc4OC)c3=O)[C@@H]21 | / | / | -1 | / | 4 | 17 | / | -4
CC(C)NC(=O)Nc1ccc2c(c1)C(=O)N([C@H](C)CO)C[C@H](C)[C@@H](CN(C)C(=O)NC(C)C)OCCCC[C@H](C)O2 | 28[16.7 µM] | / | 113* | -22 | / | -2 | -7 | -8
CN(C)c1nc2c(c(=O)n(C)c(=O)n2C)n1CC(=O)c1cccs1 | / | 11 | / | -7 | -6 | 4 | 4 | -3
OCCn1c(CSc2nnc(-c3ccco3)n2-c2ccccc2)nc2ccc(Cl)cc21 | -12 | 12 | -4 | 13 | / | / | 1 | /
CCOC(=O)c1cc2c(ccn2C)n1Cc1cc(C)ccc1C | -1 | 10 | 0 | -25 | / | / | -13 | /
CN(C)C(=O)c1ccc(-c2ccc([C@@H]3[C@H](CO)N4CCCCN(CC5CC5)C[C@@H]34)cc2)cc1 | 3[16.7 µM] | -5 | -4 | -67 | -12 | 7 | / | -3
N#CC1(NC(=O)Cn2cc(C(F)(F)F)cc(Cl)c2=O)CCCCC1 | 2 | -2 | 0 | 1 | 0 | -1 | / | -1
CC(C)n1ncc(C(N)=O)c1N | -8 | 3 | 0 | 16 | / | / | -1 | /
N/C(=N\S(=O)(=O)c1cccs1)c1ccccc1Cl | 2 | 12 | -2 | 8 | -5 | 2 | -18 | -2
N#Cc1c(N)nc2c(c1-c1cccs1)CCCC2 | -30 | 11 | -2 | 7 | -1 | 0 | -11 | 0
COc1ccc(NS(=O)(=O)c2ccc(NS(=O)(=O)c3cccc(C(=O)O)c3)cc2)cc1 | -2 | 8 | 3 | -3 | 13 | 2 | -7 | 6
Cc1ccccc1-c1noc(C2CCCCC2)n1 | -2 | 11 | -1 | 8 | / | / | -1 | /
CCOC(=O)N1CCN(C(=O)CCCCn2c(=S)[nH]c3ccsc3c2=O)CC1 | / | -4 | / | -3 | 9 | -16 | -4 | 0
COc1ccc(C)cc1NC(=O)CCCN1C(=O)C2CC=CCC2C1=O (configuration not stated) | 6 | / | -1 | 14 | 4 | 5 | -4 | 0
CC1=NNC(=O)C1CC(=O)N/N=C/c1ccncc1 (configuration not stated) | / | / | / | -4 | 5 | 3 | -1 | -2
Cc1c(Cl)cccc1NC(=S)NCc1ccc(F)cc1 | 35 | -22 | 7 | -5 | -1 | -3 | -6 | -1
Cc1c2cnn(CC(=O)N3CCOCC3)c(=O)c2c(C)n1Cc1ccc(F)cc1 | -10 | 15 | 1 | -1 | -2 | 6 | 1 | 0
COc1ccc(OCC(=O)Nc2ccc(N3CCOCC3)cc2)c([N+](=O)[O-])c1 | / | / | / | -24 | 5 | 2 | -18 | -7
Nc1cc2c(cc1[N+](=O)[O-])OCO2 | / | / | / | -21 | -2 | -5 | 7 | 30
COc1cc(OC)cc(C(=O)N[C@H](C(=O)NC23CC4CC(CC(C4)C2)C3)C(C)C)c1 | 0 | -20 | -4 | / | / | / | -26 | /
Cc1ccc(S(=O)(=O)N(C)c2ccccc2C(=O)N2CCOCC2)cc1 | -2 | -13 | -3 | 6 | / | 2 | / | -2
CCN(CC(=O)NC1CCS(=O)(=O)C1)C(=O)C(c1ccccc1)c1ccccc1 (configuration not stated) | 3 | / | -1 | -12 | / | / | 2 | /
CO[C@@H]1CN(C)C(=O)c2cc(NC(=O)Nc3ccccc3)ccc2OC[C@H](C)N(CC2CC2)C[C@@H]1C | 6[16.7 µM] | -2 | -2 | / | -9 | 13 | -3 | /
COc1cc(C(=O)Nc2cccc(C)c2C)ccc1OCC(=O)N1CCOCC1 | -2 | 0 | 1 | 17 | -1 | -12 | 8 | -1
CCCCN(CCCC)CCNC(=O)c1cn(CC)c2ccc(S(=O)(=O)N3CCc4ccccc4C3)cc2c1=O | -2 | / | 0 | 20 | 7 | -11 | -3 | -7
c1ccc(OCc2nc(-c3ccncc3)no2)cc1 | -6 | 6 | 1 | -76 | -66 | -52 | 10 | 1
CCOC(=O)c1nc(-c2ccccc2)sc1C(C)=O | / | -2 | / | 1 | -16 | / | 7 | -2
Cc1ccc(C(=O)Nc2ccc(NC(=O)c3ccc(C)o3)cc2)o1 | -5 | 4 | / | -15 | -23 | 29 | 2 | 1
C[C@@H]1CN([C@@H](C)CO)C(=O)c2cccc(NC(=O)NC3CCCCC3)c2O[C@@H]1CN(C)Cc1ccc(Oc2ccccc2)cc1 | 1[16.7 µM] | 28 | 9 | / | 6 | -5 | 1 | -1
CC1(C(=O)NS(=O)(=O)c2cccc(OC(F)F)c2)CCN1C(=O)c1ccco1 (configuration not stated) | -11 | 14 | -3 | -8 | 0 | 12 | 1 | -3
Cc1cccc(N2CCN(S(=O)(=O)c3ccc(-c4cc(C)no4)s3)CC2C)c1 (configuration not stated) | 3 | -10 | 65 | -14 | 3 | -12 | -3 | -1
Oc1ccc(-n2cnnn2)cc1 | -4 | / | -3 | 1 | / | / | -2 | /
O=C(Nc1ccc(Oc2ccc(S(=O)(=O)N3CCOCC3)cn2)cc1)c1ccco1 | 3 | -4 | 0 | / | / | / | 4 | /
COC1=CC(C)C2CC3OC(O)CC4C(C)=C(OC)C(=O)C(C2(C)C1=O)C34C (configuration not stated) | -2 | -5 | -1 | / | 4 | / | / | 1
CC(=O)NCCC1CCN(C(=O)c2cc(COc3ccc(C)nc3)on2)CC1 | -11 | 14 | 0 | 2 | 6 | -10 | -9 | -4

The list goes on:
SMILES | miR-122 sensor | PGC1a acetyl inh | Cneo AK release | PAX8 reporter | EWS-Fli inh | LGR2 antag | FN deposit inh | CASP6 VEID inh
Cc1cc(NC(=O)CSc2nnc(C3COc4ccccc4O3)n2C)no1 (configuration not stated) | -5 | -7 | 0 | -9 | 3 | -4 | / | 3
O=C(NCCc1c[nH]c2ccccc12)C(=O)Nc1cc2c3c(c1)CC(=O)N3CCC2 | -10 | -6 | -2 | 17 | 7 | -29 | 1 | -1
COc1ccc(CCNC(=O)c2cccc(NS(=O)(=O)c3ccccc3F)c2)cc1OC | 4 | 1 | 0 | 4 | / | -8 | / | -3
S=C(Nc1ccc(Cl)cc1)c1sc(N2CCCCC2)nc1N1CCOCC1 | 0 | -1 | -3 | / | / | 11 | -3 | /
O=C(Nc1cc(Cl)c(O)c(Cl)c1)C1CCCO1 (configuration not stated) | / | -1 | 5 | / | -4 | 7 | / | -1
CC(C)NC(=O)N[C@@H]1CC[C@@H](CCNC(=O)C2CCC2)O[C@H]1CO | 10[16.7 µM] | 3 | -5 | 3 | 0 | 0 | / | 4
CC(C)NC(=O)N(C)C[C@H]1Oc2ccc(NC(=O)Nc3ccc(F)cc3)cc2C(=O)N([C@H](C)CO)C[C@@H]1C | -4[16.7 µM] | -2 | -2 | -4 | -4 | -8 | / | 0
Cn1c(CSCc2ccccc2)n[nH]c1=S | 8 | 0 | 1 | -8 | / | -5 | / | /
